# Screens as filed in PubChem BioAssay.
# DENV2 CPE: DENV2-induced cell death inhibition | DENV2-infected cells, cytopathic effect rescue, plate reader | CPE inhibition, % at 9.99 µM | 350,000 tested, 1.7% active | AID 651640; in the data active = CPE inhibition above about 20%, passing the limit was not always enough; inconclusive = no clear call, values can overlap the other calls; tested in BHK-21 cells;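 also: 0% = median of neutral control wells and 100% = median of positive control wells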
# ARNT TACC3 PPI: ARNT/TACC3 interaction disruption; AlphaScreen His-ARNT PAS-B/GST-TACC3 binding, luminescence; TACC3 fragment carries E629A point mutation; 390,000 tested, 0.66% active; inhibition, % at 9.99 µM;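 active = mean inhibition of replicates at least 50% and at least half of replicates each reaching 50%; inconclusive = half or more replicates reach 50% but mean below 50%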;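 also: 0% = complete ARNT plus TACC3 wells and 100% = ARNT alone without TACC3; many hits fall short of the cut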
# PAX8 inh HTS: lowers PAX8-driven luciferase in RMG-I cells; 360,000 tested, 1.2% active; RMG-I TPO-luciferase reporter, SteadyGlo, 24 h; inhibition, % at 12.6 µM; AID 652154;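 active = mean replicate inhibition at least 60% with every replicate also reaching 60%; inconclusive = only one of the two criteria is met; inactive = mean below 60% and not all replicates reaching 60%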;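 also: luciferase light reporting Pax8 driven TPO promoter activity; plate controls were median of neutral control wells for no effect and mitoxantrone controls for full effect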
# EWS-Fli inh: EWS/Fli transcriptional activity inhibition. A673 NR0B1-luciferase reporter, viability-normalised. inhibition, % at 12.6 µM. 350,000 tested, 0.67% active;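 active = mean inhibition of at least 50% after viability correction, with every replicate also passing that limit; inconclusive = mean reaches 50% but only one of two replicates passes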;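 also: firefly luciferase signal divided by Alamar Blue viability fluorescence both relative to DMSO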
# SIRT5 block: inhibitors of human sirtuin-5 desuccinylase; Q9NXA8; inhibition, % at 15 µM; 330,000 tested, 1.1% active; Purified SirT5, succinyl-peptide AMC, trypsin-coupled fluorescence; AID 652115; in the data active = inhibition above about 15%; inconclusive = no clear call, values can overlap the other calls
# Target sequence (Q9NXA8 whole entry, looked up): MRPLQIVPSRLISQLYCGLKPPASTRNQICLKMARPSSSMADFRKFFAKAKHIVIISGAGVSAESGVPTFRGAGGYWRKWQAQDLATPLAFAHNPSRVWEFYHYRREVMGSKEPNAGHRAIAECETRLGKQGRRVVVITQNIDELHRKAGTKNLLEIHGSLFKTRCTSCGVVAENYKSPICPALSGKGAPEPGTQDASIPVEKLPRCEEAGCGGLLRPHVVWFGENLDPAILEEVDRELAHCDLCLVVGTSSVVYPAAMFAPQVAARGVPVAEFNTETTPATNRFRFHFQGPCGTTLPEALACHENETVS
# Casp6 inh: caspase-6 (human) enzyme inhibition | P55212 | AID 686996 | 350,000 tested, 0.53% active | purified caspase-6, Z-VEID-R110 cleavage fluorescence | inhibition, % at 12.5 µM;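 active = mean inhibition across replicates at least about 35%, with every replicate also reaching that limit, limit read from the data; inconclusive = only one of the two criteria met; inactive = neither criterion met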;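 also: 0% = median of neutral control wells and 100% = no fluorescence left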
# Target sequence (P55212 24-179 limits assumed): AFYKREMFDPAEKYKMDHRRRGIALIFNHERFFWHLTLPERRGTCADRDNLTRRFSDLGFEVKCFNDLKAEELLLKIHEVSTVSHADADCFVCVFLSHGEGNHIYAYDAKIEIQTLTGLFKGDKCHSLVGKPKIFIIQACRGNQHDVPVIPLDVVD
# Target sequence (P55212 194-293 limits assumed): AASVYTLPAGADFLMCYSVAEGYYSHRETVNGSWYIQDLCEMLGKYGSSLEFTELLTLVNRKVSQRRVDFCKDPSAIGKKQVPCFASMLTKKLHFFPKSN
# LGR2 antag: blocks bursicon-induced cAMP signaling via Drosophila LGR2; HEK293 LGR2, CRE-luciferase, bursicon-stimulated, 4 h; inhibition, % at 9.99 µM; 380,000 tested, 0.35% active;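 active = drop in luminescence signal, shown as inhibition above about 50% in the replicate tests, limit read from the data, passing the limit was not always enough; inconclusive = probably only some replicates passing the limit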;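 also: agonist challenge used bursicon conditioned medium at about half maximal strength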
# Starred values were filed as active, the others as inactive; u = inconclusive; x = not tested or not shown.
SMILES,DENV2 CPE,ARNT TACC3 PPI,PAX8 inh HTS,EWS-Fli inh,SIRT5 block,Casp6 inh,LGR2 antag
CC(NC(=O)Nc1ccccc1)C(c1cccs1)N1CCN(c2ccccc2)CC1 (centres undefined),-2,-1,18,0,-1,-1,11
C[C@@H]1CN([C@@H](C)CO)C(=O)c2cc(NS(=O)(=O)c3ccccc3)ccc2O[C@@H](C)CCCCO[C@H]1CN(C)S(=O)(=O)c1ccccc1,-13,2,-21,5,6,3,-2
O=C(NC(=S)Nc1ccc2oc(=O)ccc2c1)c1cc2ccccc2o1,2,-4,2,-12,-3,3,9
O=C(Nc1cccc(S(=O)(=O)NC2=NCCC2)c1)c1cnc(Cl)c(Cl)c1,0,4,-1,3,0,4,-11
O=C(CN1CCCCCC1)Nc1ccc(Cl)cc1F,7,4,-13,1,0,-1,1
Cc1onc(-c2ccccc2Cl)c1C(=O)O/N=C(\N)c1cccc([N+](=O)[O-])c1,4,x,35,4,-3,3,15
CC(=O)N1CCC(C(=O)N2c3ccccc3N=C(c3ccc(C(F)(F)F)cc3)C2C(=O)NC(C)C)CC1 (centres undefined),16,x,21,-6,x,-11,10
COc1ccc2nc(SCC(=O)N3CCCCC3)c(C#N)cc2c1,19,3,-39,-98,-1,2,-30
CC(C)c1ccccc1NC(=S)NCC1(N(C)C)CCCCC1,2,5,-4,11,-5,-6,3
O=C(C[C@H]1CC[C@H](NS(=O)(=O)c2ccccc2F)[C@@H](CO)O1)NCCCN1CCOCC1,2,-29,-8,6,0,0,-7
COc1ccc(NC(=O)CSc2nnc(Cc3ccc(C)cc3)c(=O)n2N)cc1OC,-2,-2,-3,2,0,-2,6
CCOC(=O)[C@]12CCCC=C1N(Cc1ccco1)C(=O)[C@H](CC(=O)N1CCSCC1)C2,-6,x,6,-5,-1,1,-2
COc1ccc(N(Cc2ccccc2)S(=O)(=O)c2ccc(C)cc2)cc1,-2,x,6,2,1,-2,31
CCOC(=O)N1CCN(S(=O)(=O)c2ccc3c(c2)CC(C)N3C(C)=O)CC1 (centres undefined),3,-17,1,x,-2,0,4
COc1cccc(NC(=O)c2cccc(NC(=O)c3ccco3)c2)c1,-1,x,-56,-29,x,2,x
COC(=O)C1=C(C)NC(=S)NC1c1sccc1C (centres undefined),-4,-5,-8,1,-2,0,1
COc1ccc(NC(=O)c2ccc(NC(=O)CN3CCN(c4ccccc4)CC3)cc2)cc1,-6,-1,-12,1,-5,2,7
O=C(C[C@H]1C[C@@H]2c3cc(NS(=O)(=O)c4ccccc4)ccc3O[C@@H]2[C@@H](CO)O1)NCC(F)(F)F,6,-25,-18,2,0,3,-6
CNc1nc(N)c([N+](=O)[O-])c(Nc2cccc(F)c2)n1,3,-4,-11,-8,0,1,-23
CCOC(=O)c1ccc(-n2cc(C(=O)c3cccnc3)nn2)cc1,-1,2,-7,1,-3,-2,2
N/C(=N\NC(=O)c1cccs1)c1cc2cc(Cl)ccc2oc1=O,3,4,3,-3,-2,3,-3
COc1ccc(N(C)S(=O)(=O)c2cccc(C(=O)NC3CCCCC3C)c2)cc1 (centres undefined),0,-1,10,3,3,5,-8
COc1ccc(/C=N/Nc2ncccc2[N+](=O)[O-])c(OC)c1,x,3,-105,-136,3,-1,66*
CCOC(=O)c1nn(-c2ccccc2)c(=O)c(C#N)c1C,x,x,x,x,6,1,5
CC1Nc2ccccc2C(=O)N1NS(=O)(=O)c1ccccc1 (centres undefined),1,1,25,-8,-1,-2,13
CCC(=O)N(C)C[C@@H]1Oc2cc(C#CCC3CCCC3)ccc2S(=O)(=O)N([C@@H](C)CO)C[C@@H]1C,-4,1,-1,-16,6,1,7
CO[C@@H]1CN(C)C(=O)c2cc(NS(C)(=O)=O)ccc2OC[C@H](C)N(Cc2ccccc2)C[C@H]1C,-12,0,1,-2,1,-1,7
O=C(O)c1cccc(-n2cccc2/C=C\[N+](=O)[O-])c1,4,3,-3,2,4,x,-5
CO[C@H]1CN(C)C(=O)c2ccc(NC(=O)NC(C)C)cc2OC[C@@H](C)N(C)C[C@@H]1C,6,1,x,0,-1,-8,2
CC(/C=C/c1ccco1)=N\NC(=O)C(O)c1ccccc1 (centres undefined),1,-7,-21,-20,x,3,-4
Cc1ccc(-c2nnn(CC(=O)N(Cc3ccccc3)C(C(=O)NC3CCCC3)c3ccncc3)n2)o1 (centres undefined),2,-29,x,8,-3,-14,x
Cc1ccccc1-c1nc(CS(=O)(=O)CC(=O)NCCCN2CCCC2)c(C)o1,-3,7,7,7,17*,-5,-10
O=C(O)C1=NN(c2c(F)c(F)cc(F)c2F)C(=O)CC1,2,-9,0,3,2,0,13
COc1ccc(OCc2cc(C(=O)N(C)C3CCOCC3)no2)c2ccccc12,6,30,-78,x,-2,0,-60
CC(C)(C)c1ccc(OCCC(=O)OCC(=O)NC2CC2)cc1,-5,2,4,15,-2,-1,-1
COc1ccccc1Oc1ccc(N2CC(C(=O)OCC(=O)c3ccc(F)cc3)CC2=O)cc1 (centres undefined),u,-5,-10,x,-3,1,-12
Cc1ccc(S(=O)(=O)Nc2ccc3c(c2)CC(=O)N([C@@H](C)CO)C[C@@H](C)[C@@H](CN(C)C)O3)cc1,8,-1,-15,-7,1,1,16
O=S(=O)(c1ccccc1)N1CCN(Cc2ccccc2)c2ccccc21,-9,-8,x,-24,-2,-1,-1
COc1ccc(NC(=O)Nc2ccc3c(c2)C(=O)N([C@H](C)CO)C[C@@H](C)[C@H](CN(C)CC2CCCCC2)OCCCC[C@@H](C)O3)cc1,-1,6,-8,8,-3,5,2
C[C@H](CO)N1C[C@H](C)[C@@H](CN(C)S(=O)(=O)c2ccc(F)cc2)Oc2c(NC(=O)Cc3ccccc3)cccc2C1=O,x,8,9,5,4,1,-16
O=C(COc1cccc2ccccc12)N/N=C/c1ccco1,-2,3,-15,-5,-2,-1,-5
COc1ccc(S(=O)(=O)Nc2ccc3c(c2)CC(=O)N([C@@H](C)CO)C[C@H](C)[C@H](CN(C)Cc2ccc(Oc4ccccc4)cc2)O3)cc1,8,20,12,-1,17*,x,0
O=C(c1ccc([N+](=O)[O-])c(CS(=O)(=O)c2ccc(Cl)cc2)c1)N1CCCC1,-6,-2,7,8,2,1,x
O=C1/C(=C\c2ccncc2)SC(=S)N1C1CCCCC1,x,3,-1,18,-4,-2,12
Cc1ccc(C)c(S(=O)(=O)NCCN2CCOCC2)c1,4,-3,8,0,-4,4,6
C[C@@H]1CN([C@@H](C)CO)S(=O)(=O)c2ccc(-c3ccncc3)cc2O[C@H]1CN(C)Cc1ccccc1,-6,6,x,10,4,-5,7
CC(=O)c1ccccc1OCC(O)CN1CCN(c2ccccn2)CC1 (centres undefined),-6,-6,0,-8,-2,-1,-18
CCCNC(=O)N1CC2(C1)[C@H](c1ccccc1)[C@H](CO)N2C(=O)C1CCC1,-3,x,x,-6,-1,2,7
COC(=O)CCCC1=CC2=CC(=O)C(C)(OC(=O)c3cccs3)C(=O)C2=CN1CCc1c[nH]c2ccccc12 (centres undefined),1,2,18,3,-5,-1,-1
Cc1c(CC(=O)NCC(=O)NCC(=O)O)c(=O)oc2c(C)c3oc4c(c3cc12)CCCC4,11,-1,-2,-6,0,-3,7
COc1ccc(NC(C)=O)cc1S(=O)(=O)Nc1ccccc1C(=O)N1CCCC1,-4,-10,2,3,3,-2,-3
C[C@H](CO)N1C[C@H](C)[C@H](CN(C)Cc2ccc(F)cc2)Oc2ncccc2C1=O,-8,-1,x,-4,-2,1,-7
O=C(C(=O)c1ccc(O)c(O)c1)c1ccc(O)c(O)c1,-5,0,2,12,9,5,-7
COc1ccc(CC(=O)OC(C)C(=O)Nc2c(C)n(C)n(-c3ccccc3)c2=O)cc1OC (centres undefined),-5,-4,4,2,2,-2,3
Nc1ncnc2c1cnn2C1CC(O)C(CO)O1 (centres undefined),-6,-12,x,-2,-2,0,16
COc1ccc2c3c([nH]c2c1)[C@H](CO)N(C(=O)CC1CC1)CC31CCN(C(=O)c2ccccc2)CC1,10,x,x,11,-1,-2,24
CC(C)NC(=O)N(C)C[C@@H]1Oc2c(NS(=O)(=O)c3ccccc3)cccc2C(=O)N([C@H](C)CO)C[C@@H]1C,-1,-11,-14,-15,13,0,19
C[C@@H]1CCCCO[C@@H](CN(C)S(=O)(=O)c2cccs2)[C@@H](C)CN([C@H](C)CO)C(=O)c2cc(NC(=O)CCC(F)(F)F)ccc2O1,-4,-6,-3,1,1,5,-12
COc1ccc(NC(=O)Nc2ccccc2F)cc1,3,-2,x,-7,-2,-2,-44
O=c1cc(-c2ccccc2Cl)oc2cc(O)cc(O)c12,8,-3,-111,-36,x,4,-15

# Ordered by value in Casp6 inh (smallest number first): some entries from above.
compound	Casp6 inh
COc1ccc(CC(=O)OC(C)C(=O)Nc2c(C)n(C)n(-c3ccccc3)c2=O)cc1OC (centres undefined)	-2
CO[C@@H]1CN(C)C(=O)c2cc(NS(C)(=O)=O)ccc2OC[C@H](C)N(Cc2ccccc2)C[C@H]1C	-1
Cc1onc(-c2ccccc2Cl)c1C(=O)O/N=C(\N)c1cccc([N+](=O)[O-])c1	3

# Further entries
SMILES,DENV2 CPE,ARNT TACC3 PPI,PAX8 inh HTS,EWS-Fli inh,SIRT5 block,Casp6 inh,LGR2 antag
CC(C)CC#Cc1cnc2c(c1)C(=O)N([C@@H](C)CO)C[C@@H](C)[C@H](CN(C)C(=O)c1cnccn1)O2,-5,-2,x,-17,-3,6,-21
CC(C)(C)c1ccc(C(=O)N/N=C/c2ccccn2)cc1,-3,41,-6,-62,-6,-3,-28
Cc1ccc(Cl)c(NC(=O)COC(=O)C2CCC2)c1Cl,-2,2,-16,-3,7,2,1
Cc1ccc2[nH]c(C)c(CCNC(=O)c3c(N)no[n+]3[O-])c2c1,-4,4,14,-7,-1,-1,-5
CC1(C)CC(=O)C=C(c2ccc(-c3ccccc3)cc2)C1=O,12,x,-121,-91,1,x,-63
Nc1cccc2c1C(=O)c1ccc(Cl)cc1C2=O,-10,6,-118,-82,-5,2,x
C[C@@H]1CN([C@@H](C)CO)S(=O)(=O)c2ccc(C#Cc3ccc(F)cc3)cc2O[C@@H]1CN(C)C(=O)c1ccccn1,-10,0,x,5,2,-5,7
Cc1noc(C)c1S(=O)(=O)Nc1ccc2c(c1)C(=O)N([C@@H](C)CO)C[C@H](C)[C@H](CN(C)S(=O)(=O)c1ccc(F)cc1)OCCCC[C@@H](C)O2,-4,-1,5,10,5,2,5
Cc1ccc(S(=O)(=O)N2CCOCC2)cc1NC(=O)COC(=O)CNC(=O)c1ccc(Cl)cc1Cl,-1,1,x,-2,-4,-2,-3
O=C(CS(=O)(=O)c1cn(Cc2ccc(Cl)cc2)c2ccccc12)N1CCCC1,-1,-5,15,5,-1,0,4
CC(=O)c1c(C)[nH]c(C(=O)CSc2nnc(NC3CC3)s2)c1C,7,1,10,7,-3,3,3
CNC(=O)C[C@@H]1CC[C@H]2[C@@H](COc3ccc(NC(=O)Nc4cccc(C)c4)cc3C(=O)N2C)O1,u,0,0,-13,-2,1,-5
Cc1occc1C(=O)NC1CCCN(Cc2ccc(CC(C)C)cc2)C1 (centres undefined),3,x,5,11,-1,-1,-2
Cc1ccsc1-c1cc(C(=O)O)c2c(ccc3ccccc32)n1,4,-1,-3,-5,-16,1,-22
CC(C)NC(=O)Nc1cccc2c1O[C@H](CN(C)Cc1ccc(-c3ccccc3)cc1)[C@H](C)CN([C@@H](C)CO)C2=O,4,3,-14,-3,-9,-2,9
COc1ccc(F)cc1S(=O)(=O)N1CCN(c2ccccn2)CC1,2,-2,-8,4,-1,1,-7
Cc1ccc(S(=O)(=O)N2CCN(CCC#N)CC2)cc1,2,-22,-1,10,-2,0,19
CCOC(=O)C1CCCN(C(=O)C2CCN(S(=O)(=O)c3c(C)noc3/C=C/c3ccccc3F)CC2)C1 (centres undefined),0,1,39,x,1,1,-7
Cc1ccc(C(=O)NC2=NCCS2)cc1Cl,x,3,x,x,-1,0,-59

# 2 compounds drawn at random from those above, as already listed:
SMILES,DENV2 CPE,ARNT TACC3 PPI,PAX8 inh HTS,EWS-Fli inh,SIRT5 block,Casp6 inh,LGR2 antag
COc1ccc(N(Cc2ccccc2)S(=O)(=O)c2ccc(C)cc2)cc1,-2,x,6,2,1,-2,31
O=C(Nc1cccc(S(=O)(=O)NC2=NCCC2)c1)c1cnc(Cl)c(Cl)c1,0,4,-1,3,0,4,-11

# Not a hit list; any-hit rate near 4.9%.
